GPR151 ag: activators of human GPR151; AID 1508602; activation, % at 11.2 µM; PathHunter beta-arrestin GPR151 cells, luminescence; 650,000 tested, 1% active; in the data active = activation above about 4.9%;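 note: 0% = median of compound wells and 100% = cells with positive control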
Target sequence (Q8TDV0 whole entry, looked up): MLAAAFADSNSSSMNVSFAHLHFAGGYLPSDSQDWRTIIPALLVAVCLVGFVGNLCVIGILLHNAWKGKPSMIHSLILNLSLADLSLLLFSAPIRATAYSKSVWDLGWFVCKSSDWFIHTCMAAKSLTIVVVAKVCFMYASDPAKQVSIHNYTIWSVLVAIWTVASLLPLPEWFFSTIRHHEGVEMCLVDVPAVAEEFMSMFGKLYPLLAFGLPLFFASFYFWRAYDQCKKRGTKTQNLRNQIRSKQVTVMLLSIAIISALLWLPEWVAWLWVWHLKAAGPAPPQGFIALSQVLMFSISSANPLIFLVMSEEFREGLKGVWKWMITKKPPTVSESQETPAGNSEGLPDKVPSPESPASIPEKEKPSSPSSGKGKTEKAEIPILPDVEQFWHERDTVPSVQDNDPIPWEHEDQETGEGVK
MITF inh: human MITF inhibition, primary screen; O75030; inhibition, % at 2.6 µM; 650,000 tested, 0.91% active; AlphaScreen MITF homodimerization, bead proximity signal; AID 1259374; in the data active = inhibition above about 50%;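 note: 0% = vehicle wells with protein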
TEAD-YAP inh: TEAD-YAP interaction inhibition | 640,000 tested, 1.4% active | inhibition, % at 9.12 µM | HEK-TIYL cells, TEAD-Gal4/YAP UAS-luciferase luminescence; in the data active = inhibition above about 32%;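 note: 0% = median of test compound wells and 100% = reference inhibitor wells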
FBW7 activator: human FBW7 E3 ligase activation, primary screen; normalized activity (activation), % at 26.1 µM; 650,000 tested, 0.13% active; Q969H0; AID 1259310; AlphaScreen FBW7–phospho-cyclin E peptide binding, activator screen; in the data active = normalized activity above about 1.9%;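 note: purified mutant Fbw7 with reduced substrate affinity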
Target sequence (Q969H0 whole entry, looked up): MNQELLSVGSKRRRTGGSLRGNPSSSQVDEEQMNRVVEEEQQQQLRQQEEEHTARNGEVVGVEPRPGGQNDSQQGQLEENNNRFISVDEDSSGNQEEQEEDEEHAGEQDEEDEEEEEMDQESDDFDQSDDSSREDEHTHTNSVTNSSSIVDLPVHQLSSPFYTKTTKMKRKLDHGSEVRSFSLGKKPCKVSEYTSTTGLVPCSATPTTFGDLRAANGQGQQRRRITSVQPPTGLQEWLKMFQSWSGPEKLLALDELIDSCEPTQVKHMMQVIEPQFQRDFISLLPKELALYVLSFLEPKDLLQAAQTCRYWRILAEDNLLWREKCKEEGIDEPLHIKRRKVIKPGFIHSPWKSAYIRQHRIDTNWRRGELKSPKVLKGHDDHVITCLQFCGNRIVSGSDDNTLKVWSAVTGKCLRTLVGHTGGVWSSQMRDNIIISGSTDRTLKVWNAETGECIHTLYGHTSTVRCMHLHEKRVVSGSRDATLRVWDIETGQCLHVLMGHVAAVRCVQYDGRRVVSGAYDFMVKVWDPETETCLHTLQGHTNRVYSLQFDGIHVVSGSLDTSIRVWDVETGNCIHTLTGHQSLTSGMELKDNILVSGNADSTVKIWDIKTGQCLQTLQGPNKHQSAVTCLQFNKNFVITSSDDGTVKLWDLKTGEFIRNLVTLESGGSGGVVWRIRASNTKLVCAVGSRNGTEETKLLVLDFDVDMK
An asterisk follows results filed as active.

SMILES	GPR151 ag	MITF inh	TEAD-YAP inh	FBW7 activator
Cc1cccc(C(=O)NCc2ccc3c(c2)cc(C)n3C)c1	1.1	-2.2	7.2	-0.2
Cc1cccc(CNC(=O)Nc2ccc(-c3cn[nH]c3)cc2OCCN2CCOCC2)c1	-1.0	8.1	5.1	-0.2
Cc1ccc2cc(C3CC(c4cccs4)=NN3C(=O)CCC(=O)O)c(Cl)nc2c1 (centres undefined)	-1.2	16.0	1.4	0.5
Cc1cccc(C)c1NC(=O)CSc1nnns1	2.9	-6.5	3.5	-0.1
COc1ccc(C2=NS(=O)(=O)N(C)C(C(=O)N3CCCC3)=C2)cc1OC	0.5	-3.3	-3.1	-0.1
C=C(C)CN1C(=O)NC(CC)(C2CCN(Cc3coc4ccc(C)cc4c3=O)CC2)C1=O (centres undefined)	0.8	-4.0	2.4	-0.1
COc1ccc(CCNC(=O)CN(c2ccc3c(c2)OCO3)S(C)(=O)=O)cc1OC	-0.4	16.9	2.0	0.3
CCOC(=O)C1=C(O)C(Nc2nccs2)(C(F)(F)F)N=C1C (centres undefined)	0.3	6.6	5.6	-0.1
CCSc1ncnc2c1c(-c1ccccc1)cn2-c1ccc(OC)cc1	-1.3	0.9	-12.7	-0.1
COC(=O)c1ccc(/C=C/C(=O)O)cc1	-1.0	16.1	3.7	0.3
COc1ccc(S(=O)(=O)N2CCN(C(=O)CCC3CCCC3)CC2)cc1	-0.8	14.9	9.4	0.6
CCOC(=O)c1c(C)[nH]c(C(=O)/C(C#N)=C/c2ccsc2)c1C	1.1	-5.8	-1.6	0.0
CCOP(=O)(CN(CCc1ccccc1)C(=S)Nc1c(C)cccc1CC)OCC	2.3	-10.2	-0.2	0.1
COC(=O)c1ccccc1N=Cc1c(O)oc(=O)c2ccccc12	0.2	-5.8	3.3	-0.1
O=S(=O)(c1ccc(Cl)cc1)N1CCN(Cc2cccs2)CC1	0.0	13.2	0.6	0.1
CCN1CCCC1CNC(=O)c1cn(C2CCCCC2)c(=O)c2c1c1ccccc1n2C (centres undefined)	-0.6	-8.2	-3.9	-0.4
CC(=O)OCCNc1cc(N2CCN(C)CC2)c2noc3c2c1C(=O)c1ccccc1-3	0.3	28.7	28.7	-0.5
CCOc1ccccc1OCCN1CCOCC1	-0.2	3.4	1.5	-0.1
CC(=O)Nc1ccc(N=Cc2ccc(C=Nc3ccc(NC(C)=O)cc3)cc2)cc1	0.9	7.8	-2.5	0.1
CC(C)(C)c1ccc2[nH]c3c(c2c1)CCC/C3=N/O	1.4	19.3	-23.0	0.7
O=C(Nc1ccccc1Cl)N1CCN(c2ccc(Nc3ccccn3)nn2)CC1	1.2	29.2	-0.1	-1.4
O=C(c1ccc(CS(=O)c2ccccc2)o1)N1CCOCC1 (centres undefined)	1.9	15.5	-0.5	0.2
O=C(Cn1nc([N+](=O)[O-])nc1Br)Nc1ccccc1	-0.4	8.6	13.4	0.0
O=C1C(=O)N(CCCN2CCOCC2)C(c2ccccc2F)/C1=C(/O)c1ccc(F)cc1 (centres undefined)	-0.7	6.4	2.7	0.1
CSc1cccc(NC(=S)N(CCN(C)C)Cc2cccs2)c1	0.1	17.3	2.4	0.1
Cc1ccc(NC(=O)NC2CCCC2)cc1	2.8	10.6	-62.3	0.1
CN(C)c1ccccc1NC(=O)c1ccc(C(=O)c2ccccc2)o1	-0.7	6.5	-1.5	-0.2
CC(=O)Nc1cccc(NC(=O)c2ccc(N3C(=O)c4ccccc4C3=O)cc2)c1	1.9	-13.2	-10.4	0.0
CCc1nc(NN)c2c3c(sc2n1)CC(C)CC3 (centres undefined)	-0.5	2.0	-22.1	-0.1
CN1C(=O)c2cccc(NC(=O)c3cc(=O)c4ccccc4o3)c2C1=O	-1.0	2.5	10.4	0.4
c1ccc(Oc2ccccc2-c2ccnc(Nc3ccc(-n4cncn4)cc3)n2)cc1	0.0	15.0	-8.1	0.3
CC(=O)Cc1ccccc1C(=O)Oc1cccc(Cl)c1	1.0	-1.0	4.9	0.0
CCOC(=O)CCn1cc(C=C2C(=O)NC(=S)NC2=O)c(-c2ccccc2)n1	-0.8	-4.1	7.3	-0.1
O=C(O)C1Nc2c(Cl)cc(Cl)cc2C2C=CCC12 (centres undefined)	1.4	59.4*	8.5	-0.1
Cc1ccc(S(=O)(=O)NCCC(=O)N2CCCC2)cc1	-0.5	6.0	3.1	0.3
CCOc1nc(NC)nc(N(C#N)CN2C(=O)c3ccccc3C2=O)n1	1.9	5.5	1.7	0.4
CCCCOC(=O)c1cccc(NC(=O)Cc2ccc(Cl)cc2)c1	0.3	13.9	-51.5	0.1
Cc1ccc(S(=O)(=O)NCCCNC(=O)c2ccc([N+](=O)[O-])cc2)cc1	0.9	-4.2	5.3	0.0
Cc1ccc(Cl)cc1NC(=O)C12CCC(C)(C(=O)C1)C2(C)C (centres undefined)	0.0	8.2	0.8	0.3
COc1cc(C2c3c(oc4ccc(F)cc4c3=O)C(=O)N2c2nccs2)ccc1O (centres undefined)	6.2*	8.8	7.6	0.2
COc1cc(C=O)ccc1OCCCOc1ccc([N+](=O)[O-])cc1Cl	-1.3	-5.0	-11.0	-0.1
Cc1ccccc1Cc1c(C)nc2c(C(=O)N3CCN(c4ccccn4)CC3)cnn2c1C	-0.6	-2.4	2.1	-0.1
COc1cccc(NC(=O)CN(C)CC(=O)Nc2ccc3c(c2)CCC3)c1	-0.1	4.7	7.0	0.3
Cc1oc2c(cc(NS(=O)(=O)c3ccc(F)cc3)c3ccccc32)c1C(=O)OC(C)C	-0.1	24.5	3.1	0.5
CN(C(=O)c1ccc(S(=O)(=O)c2cccc(Cl)c2)c([N+](=O)[O-])c1)C1CCCCC1	-0.3	8.8	5.6	0.0
CCCOc1ccccc1/C=c1/sc2nc(=O)c(C)nn2c1=O	-1.1	14.6	1.0	0.2
CC1CN/C(=C/C(=O)c2ccccc2)C(=O)N1 (centres undefined)	3.2	8.0	-41.5	0.6
CC(C)[C@H]1NC(=O)[C@H]2CN(C(=O)Oc3cccc4ccccc34)CCN2C1=O	1.0	7.7	-3.5	0.1
O=C(CNC(=S)N(Cc1ccccc1)Cc1cccs1)NCc1ccccn1	-0.4	6.1	-1.7	-0.6
COC(=O)c1cc(C(=O)NCCc2ccc(F)cc2)cc([N+](=O)[O-])c1	0.4	-22.4	-4.6	0.0

Next part
SMILES	GPR151 ag	MITF inh	TEAD-YAP inh	FBW7 activator
O=C(NC1CCCCCC1)c1ccc2nc(-c3cccs3)c(-c3cccs3)nc2c1	0.9	-10.4	-1.3	-0.1
Cc1cc(Br)ccc1NC(=O)c1coc(=O)c2ccccc12	-0.4	4.2	0.0	0.1
COC(=O)C1=C(C)NC2=C(C(=O)CC(c3ccc(OC)cc3)C2)C1c1ccc(OCc2ccccc2)c(OC)c1 (centres undefined)	0.0	7.1	-10.8	1.8
CC12CCC(C1)C(C)(C)/C2=N\NC(=O)c1ccccc1[N+](=O)[O-] (centres undefined)	-1.0	-30.1	-1.5	0.0
Cc1ccc(S(=O)(=O)N(CC(N)=O)c2cc(C)ccc2C)cc1	0.6	7.7	9.4	-0.1
CCCNC(=O)c1cccc(N2CCCC(C(=O)N(CC)CC)C2)n1 (centres undefined)	1.1	15.0	2.0	0.2
CCOC(=O)c1[nH]c2c(c1C)C(=O)CC(c1ccc(OC)c(OC)c1)C2 (centres undefined)	0.1	7.3	2.6	0.0
COc1ccc(CNC(=O)[C@@H]2C=CCN2c2c3c(nc4ncnn24)CCC3)cc1	1.1	-2.3	8.5	0.0
COC(=O)C(=O)Nc1nnc(-c2ccccc2)s1	1.0	-10.8	0.5	0.2
O=C(NCc1ccncc1)C(=O)Nc1ccccc1F	0.1	0.2	1.5	0.2
CCCCn1c(=O)c(-c2ccccc2)c(O)c2ccccc21	0.5	8.0	8.5	0.2
CCCCC(CC)CNS(=O)(=O)c1ccc2c(c1)CCN2C(=O)CCC(=O)O (centres undefined)	-0.4	4.9	0.6	1.1
CC(C)NC(=O)C(=O)NCc1ccc(Cl)cc1	-0.6	2.7	-1.7	-0.1
CCCCCOc1ccc(N2C(=O)CSC2c2cccc([N+](=O)[O-])c2)cc1 (centres undefined)	1.2	-3.7	-1.2	-0.3
CCCCn1c(=O)c2c(O)cc(=O)oc2c2ccccc21	2.4	-12.2	-3.1	-0.1
COc1ccc(Cl)cc1NCN1C(=O)CSC1=O	0.1	3.0	5.2	-0.1
O=C(c1ccco1)N1CCC2(CC1)OCc1ccccc1O2	0.9	15.6	-0.1	0.3
O=C(Nc1ccccc1)N1CCN(c2nc(-c3ccc(F)cc3)cs2)CC1	0.0	11.6	-2.3	0.7
COCCNc1nc(-c2cccc(C)c2)nc2ccccc12	0.8	2.7	16.8	0.4
O=C(CSc1nnc(-c2cccnc2)n1-c1ccc(Br)cc1)c1cccc([N+](=O)[O-])c1	-0.5	6.3	-6.7	0.2

Retrieved one by one from the list above:
SMILES	GPR151 ag	MITF inh	TEAD-YAP inh	FBW7 activator
Cc1cccc(CNC(=O)Nc2ccc(-c3cn[nH]c3)cc2OCCN2CCOCC2)c1	-1.0	8.1	5.1	-0.2
Cc1ccc(NC(=O)NC2CCCC2)cc1	2.8	10.6	-62.3	0.1
O=C(O)C1Nc2c(Cl)cc(Cl)cc2C2C=CCC12 (centres undefined)	1.4	59.4*	8.5	-0.1
CC(=O)Nc1cccc(NC(=O)c2ccc(N3C(=O)c4ccccc4C3=O)cc2)c1	1.9	-13.2	-10.4	0.0
Cc1cccc(C(=O)NCc2ccc3c(c2)cc(C)n3C)c1	1.1	-2.2	7.2	-0.2

Next part
SMILES	GPR151 ag	MITF inh	TEAD-YAP inh	FBW7 activator
CCCCn1nnnc1SCC(=O)c1cc(OC)ccc1OC	0.0	15.2	5.5	0.1
CC1CCc2c(C(=O)NCCCN3CCCC3=O)csc2C1 (centres undefined)	-0.6	-4.5	-57.0	-0.1
Cn1ncc2c(Nc3ccc(Cl)cc3)ncnc21	-1.1	1.6	-9.1	-0.2
COCc1ccc(CN2CCc3nnc(C(NC(=O)c4ccccn4)C(C)C)n3CC2)o1 (centres undefined)	-0.2	-9.0	-9.3	0.0
COc1ccccc1C1C(C(=O)N2CCCCC2)=C(C)Nc2nc3ccccc3n21 (centres undefined)	-0.2	-0.9	1.4	0.3
COC(=O)c1cc2c(cc1Cl)SC(Nc1ccc(F)cc1)=NS2(=O)=O	-0.7	0.9	-13.1	-0.1
CC1=C(C(N)=O)C(c2ccccc2Cl)n2nc(SCc3ccccc3)nc2N1 (centres undefined)	-0.5	-3.8	-2.0	-0.3
O=C(NCc1cccs1)c1ccc2ncsc2c1	-1.3	5.2	-3.8	0.0
O=C(O)CCn1c(C2CCCCC2)nc2ccccc21	-0.4	12.5	1.3	0.0
O=C(/C=C/c1cccs1)Nc1cccc([N+](=O)[O-])c1	1.1	-1.9	-45.2	-0.1
C=CCc1cc2c(C)cc(=O)oc2c(C)c1O	-0.5	12.3	-8.0	0.0
CC1=C(C(=O)OCCOc2ccccc2)C(c2ccccc2OC(C)C)C2=C(CC(C)(C)CC2=O)N1 (centres undefined)	-2.1	0.6	-4.8	0.1
CCN(CC)Cc1c(C(=O)N(C)CCc2ccccc2)nc2c(C)cccn12	-0.6	-10.3	-2.1	0.0
Cc1c(/C=N/NC(=O)c2nnn(-c3nonc3N)c2-c2ccc([N+](=O)[O-])cc2)cnn1C	2.2	13.1	6.1	0.0
CC1CCCN(CCCN(Cc2cccs2)C(=S)Nc2ccccc2F)C1 (centres undefined)	1.4	4.0	1.7	-0.2
COc1ccc(CCNC(=O)c2cnc(-c3ccc(N4CCN(C)CC4)cc3)s2)cc1	0.3	2.7	-0.3	0.0
CC(C)N1CC23C=CC(O2)C(C(=O)N2CCC(c4ccncc4)CC2)C3C1=O (centres undefined)	1.6	5.8	0.4	-0.3
C=CCn1c(=NC(=O)c2cc(=O)c3ccccc3o2)sc2cc(S(N)(=O)=O)ccc21	1.6	2.1	2.4	0.0
O=c1oc2ccccc2n1CSC1=NCCS1	-0.1	-1.7	-8.8	-0.2
CCOC(=O)N1CCc2c(sc(NC(=O)c3ccc(S(=O)(=O)N4CCC(C)CC4)cc3)c2C(N)=O)C1	2.9	-11.3	-8.7	-0.1
CN(C/C=C/c1ccco1)Cc1nnc(SCc2ccccn2)n1CC1CCCO1 (centres undefined)	-0.2	-5.0	-0.5	0.0
CC(=O)N1CCN(Cc2ccc3c(c2)OCO3)CC1	-0.7	9.2	0.5	-0.1
Cn1c(COc2ccc(Cl)cc2Cl)nnc1SCC(N)=O	0.8	-4.1	3.3	-0.1
CCCOC(=O)C1=C(C)NC(=O)NC1c1ccc(Br)s1 (centres undefined)	-0.2	10.2	2.5	-0.1
C=CCNc1nc(Cl)nc(Nc2ccccc2)n1	0.8	11.5	-30.3	0.2
Cc1ccc(OCC(=O)NCc2nc(-c3ccc(Cl)cc3)no2)cc1C	-0.4	12.4	4.7	0.1
COC(=O)c1ccc(NC(=O)COc2cc(C)cc(C)c2)cc1	0.3	-3.6	-2.0	-0.1
Cc1cccc(Nc2nnc(C(C)(C)C)c(=O)[nH]2)c1C	0.2	8.2	5.5	-0.1
CCN(Cc1ccncc1)C1CCCN(C(=O)NC2CCCCC2)C1 (centres undefined)	2.1	8.2	10.4	-0.1
O=c1[nH]c(/C=C/c2coc3ccccc3c2=O)nc(O)c1[N+](=O)[O-]	1.5	8.8	9.6	0.0
Nc1ncnc(N/N=C/c2cc(Br)cc(Br)c2O)c1[N+](=O)[O-]	1.5	5.0	-44.5	0.1

Rewritten as labelled records: two of the compounds above
> CN(C/C=C/c1ccco1)Cc1nnc(SCc2ccccn2)n1CC1CCCO1 (centres undefined)
  GPR151 ag: -0.2
  MITF inh: -5.0
  TEAD-YAP inh: -0.5
  FBW7 activator: 0.0
> CC(=O)N1CCN(Cc2ccc3c(c2)OCO3)CC1
  GPR151 ag: -0.7
  MITF inh: 9.2
  TEAD-YAP inh: 0.5
  FBW7 activator: -0.1

Assay outcomes as filed in PubChem BioAssay.

Compounds as they come, and some 3.4% of all compounds hit somewhere here.
